CDK5 inh: inhibitors of human CDK5/p35 kinase; Q00535+Q15078; Recombinant CDK5/p35, ADP-Glo luminescence, 60 min; inhibition, % at 10 µM; actives 0.01% (n = 330,000); AID 488839;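 active = highest replicate inhibition of at least 50% and at least 75% of replicates reaching 50%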;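 also: plate controls were DMSO neutral control for no effect and GW8510 at 10 µM for full effect; many of its hits are not listed in these tables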
E coli growth: reduces bacterial viability in AddAB counter-screen; E. coli V3065 growth, OD600 absorbance, 18 h; actives 0.27% (n = 330,000); inhibition, % at 11.9 µM;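 active = inhibition above the campaign's mean inhibition across all tested compounds plus 3 SD, cut at about 9.9% in these data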;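 also: uninfected addAB+ strain grown without phage in ampicillin broth; 0% = DMSO wells and 100% = ciprofloxacin 0.95 µg/ml wells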
Tat transport: inhibitors of E. coli Tat protein transport; actives 0.036% (n = 340,000); inhibition, % at 10 µM; E. coli MC4100 TorA-mCherry Tat export, fluorescence; AID 488895;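 active = mean replicate inhibition at least 50% and at least half of replicates individually reaching 50%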;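 also: exported cargo escapes ClpAP degradation while cytoplasmic cargo is degraded and loses fluorescence; 0% = median of neutral control wells and 100% = median of NaSCN control wells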
HTR5A ag ctr: counter-screen for OPRM1-OPRD1 agonists: human HTR5A agonism; HTR5A agonist assay, luminescence, cell-based; activation, % at 9.3 µM; actives 0.61% (n = 340,000); in the data active = activation mostly above about 9.5%, no sharp cut-off; inactive = mostly below about 7.6%;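 also: 0% = cells with vehicle only and 100% = reference agonist; strong numbers were not always called active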
HTR5A inv ctr: HTR5A inverse agonism, opioid heterodimer counter-screen. AID 504634. inhibition, % at 9.3 µM. HTR5A cell line, luminescence. actives 0.083% (n = 340,000). P47898; in the data active = inhibition mostly above about 23%, no sharp cut-off; inactive = mostly below about 18%;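 also: 0% = cells with DMSO and 100% = no-cell wells with DMSO; some compounds called inactive have numbers as strong as hits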
PKA-R1A activ: activates the PKA-R1A holoenzyme complex; PKA-R1A dissociation, Cy5-IP20 fluorescence polarization; scaled: DMSO 0%, 113 µM cGMP 100%; activation, % at 11.4 µM; actives 0.083% (n = 340,000); AID 504707;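 active = percent activation above the mean of all tested compounds plus 3 SD, cut at about 19% in these data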;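 also: higher means more PKAc released from R1A so a rise in polarization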
phage Ecoli inh: E. coli growth loss with phage present; growth absorbance; inhibition, % at 11.9 µM; actives 0.26% (n = 360,000); in the data active = inhibition above about 11%
DAGLB inhibitor: blocks human DAGLB lipase activity; HEK293T DAGLB membrane lysate, EnzChek fluorogenic substrate; inhibition, % at 5.17 µM; actives 0.059% (n = 340,000); in the data active = inhibition above about 34%;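 also: 0% = enzyme with vehicle and 100% = wells lacking enzyme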
Target sequence (Q8NCG7 whole entry, looked up): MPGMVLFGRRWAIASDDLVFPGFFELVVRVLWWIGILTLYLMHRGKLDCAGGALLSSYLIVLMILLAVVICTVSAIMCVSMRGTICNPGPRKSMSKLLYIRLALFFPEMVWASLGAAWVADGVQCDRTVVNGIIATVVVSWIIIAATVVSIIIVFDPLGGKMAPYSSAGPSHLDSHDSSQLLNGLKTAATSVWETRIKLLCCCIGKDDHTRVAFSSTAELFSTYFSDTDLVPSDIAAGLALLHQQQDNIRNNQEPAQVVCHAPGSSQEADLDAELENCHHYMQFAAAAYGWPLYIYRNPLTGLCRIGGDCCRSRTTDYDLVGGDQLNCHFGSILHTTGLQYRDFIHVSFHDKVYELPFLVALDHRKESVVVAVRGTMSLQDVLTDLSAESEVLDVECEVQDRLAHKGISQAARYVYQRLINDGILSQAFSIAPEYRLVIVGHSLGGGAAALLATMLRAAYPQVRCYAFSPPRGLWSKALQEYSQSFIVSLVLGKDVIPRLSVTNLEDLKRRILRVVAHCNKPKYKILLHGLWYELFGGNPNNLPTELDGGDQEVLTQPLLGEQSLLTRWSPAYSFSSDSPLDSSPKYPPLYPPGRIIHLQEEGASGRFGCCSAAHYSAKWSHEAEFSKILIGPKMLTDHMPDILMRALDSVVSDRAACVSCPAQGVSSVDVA
AddAB inh: less growth of phage-infected E. coli with AddAB; inhibition, % at 11.9 µM; AID 435030; actives 0.29% (n = 330,000); E. coli expressing H. pylori AddAB, absorbance growth; in the data active = inhibition above about 12%;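 also: 0% = vehicle wells of infected cells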
PKA-R2B activ: PKA-R2B complex activation; P22694+P31323; PKA-R2B holoenzyme dissociation, Cy5-IP20 fluorescence polarization; R2B truncated from residue 108, S112A mutant; 0% DMSO only, 100% 113 µM cGMP; activation, % at 11.4 µM; actives 0.079% (n = 340,000);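 active = activation above a cutoff set at the mean over all compounds plus 3 SD, cut at about 18% in these data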;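 also: higher means more holoenzyme dissociation and a rise in polarization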
Target sequence (P31323 whole entry, looked up, other chains not shown, the tested form may be a part): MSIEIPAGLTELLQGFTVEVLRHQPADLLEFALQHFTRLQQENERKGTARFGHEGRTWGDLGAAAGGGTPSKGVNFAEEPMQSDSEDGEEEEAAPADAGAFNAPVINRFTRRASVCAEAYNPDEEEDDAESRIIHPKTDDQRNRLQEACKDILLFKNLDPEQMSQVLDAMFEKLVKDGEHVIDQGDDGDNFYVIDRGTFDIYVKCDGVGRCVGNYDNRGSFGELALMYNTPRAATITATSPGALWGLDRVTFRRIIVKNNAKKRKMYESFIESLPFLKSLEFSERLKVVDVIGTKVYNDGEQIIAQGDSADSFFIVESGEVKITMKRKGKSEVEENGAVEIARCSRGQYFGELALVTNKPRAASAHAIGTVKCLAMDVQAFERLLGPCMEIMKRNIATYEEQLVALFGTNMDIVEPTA
Mot1-301 SUMO: blocks SUMOylation pathway, rescuing yeast Mot1-301 growth. S. cerevisiae Mot1-301 growth rescue, ATP luminescence, 38.5C; percent above DMSO median, 100 means doubled. actives 1% (n = 320,000). growth rescue, % at 18.8 µM. AID 2716;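 active = every valid replicate shows activation above 250% relative to neutral control wells; inactive = the rest, any valid replicate at or below 250%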;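 also: OY570 slx delta 5 strain wells were the positive control but not used for scaling; some compounds called inactive have numbers as strong as hits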
Starred values were filed as active, the others as inactive.

COc1ccc(NC(=O)CSCC(=O)Nc2cc(Cl)ccc2N2CCOCC2)cc1 was read as CDK5 inh -0.8, E coli growth -1.6, Tat transport -4, HTR5A ag ctr 7, HTR5A inv ctr -23, PKA-R1A activ -1, phage Ecoli inh 2.7, DAGLB inhibitor 1, AddAB inh 0.2, PKA-R2B activ -7 and Mot1-301 SUMO -1.
CCn1nnc(NC(=O)c2cccnc2Cl)n1 was read as CDK5 inh -2.1, E coli growth -2.1, Tat transport -7, HTR5A ag ctr 1, HTR5A inv ctr -14, PKA-R1A activ -7, phage Ecoli inh 2.2, DAGLB inhibitor 2, AddAB inh 0.1, PKA-R2B activ 1 and Mot1-301 SUMO -6.
`Cc1ccc(S(=O)(=O)NCC(=O)OCC(=O)Nc2ncc(Cl)cc2Cl)cc1` gave CDK5 inh 0.7, E coli growth -2.0, Tat transport 6, HTR5A ag ctr 1, HTR5A inv ctr -2, PKA-R1A activ -4, phage Ecoli inh 1.9, DAGLB inhibitor 0, AddAB inh 0.4, PKA-R2B activ -5 and Mot1-301 SUMO 4.
`Cc1cc(S(=O)(=O)N2CCCCC2CCNC(=O)C(=O)NCC2CCCO2)ccc1F` (stereo not given) gave CDK5 inh 0.0, E coli growth 1.5, Tat transport -6, HTR5A ag ctr -5, HTR5A inv ctr 14, PKA-R1A activ -12, phage Ecoli inh 2.7, DAGLB inhibitor -1, AddAB inh 1.4, PKA-R2B activ 5 and Mot1-301 SUMO 391*.
COCCNC(=S)Nc1cc2oc3ccccc3c2cc1OC was read as CDK5 inh -1.6, Tat transport -17, HTR5A ag ctr -3, HTR5A inv ctr 7, PKA-R1A activ -2, phage Ecoli inh 1.3, DAGLB inhibitor 1, PKA-R2B activ -6 and Mot1-301 SUMO -13.
For Cc1ccccc1Nc1nccc(N(C)C)c1C#N the results were CDK5 inh 1.5, E coli growth -0.7, Tat transport -7, phage Ecoli inh 4.1, AddAB inh 2.7 and Mot1-301 SUMO -6.
COc1ccc(/C=C(/NC(=O)c2ccccc2)C(=O)N/N=C/c2ccncc2)c(OC)c1 was read as E coli growth 0.1, Tat transport 2, HTR5A ag ctr 1, HTR5A inv ctr 1, PKA-R1A activ -13, phage Ecoli inh -2.2, DAGLB inhibitor -2, AddAB inh 0.8, PKA-R2B activ -4 and Mot1-301 SUMO -4.
Screening CCOC(=O)CN1CCC(c2cc(-c3ccc(Cl)cc3)n[nH]2)CC1 returned CDK5 inh 1.0, E coli growth -2.0, Tat transport -11, HTR5A ag ctr 4, HTR5A inv ctr -15, PKA-R1A activ -2, phage Ecoli inh 0.8, DAGLB inhibitor -4, AddAB inh -2.1, PKA-R2B activ -5 and Mot1-301 SUMO 30.
CC1(C)Cc2cccc(OCC(N)=O)c2O1 was read as CDK5 inh 0.2, E coli growth 0.2, Tat transport 1, HTR5A ag ctr -8, HTR5A inv ctr 16, PKA-R1A activ 1, phage Ecoli inh 1.8, DAGLB inhibitor -2, AddAB inh 2.5, PKA-R2B activ 5 and Mot1-301 SUMO 7.
For Cc1cnccc1CNC(=O)CC1C(=O)NCCN1CC(C)(C)C (stereo not given) the results were CDK5 inh 1.9, E coli growth -2.2, Tat transport 1, HTR5A ag ctr -3, HTR5A inv ctr 7, PKA-R1A activ 7, phage Ecoli inh 3.0, DAGLB inhibitor 0, AddAB inh -0.3, PKA-R2B activ -3 and Mot1-301 SUMO -11.
O=C(Nc1ccnn1C1CCN(C2CCCCC2)CC1)c1cccc(F)c1 was read as CDK5 inh 2.7, Tat transport 1, HTR5A ag ctr -3, HTR5A inv ctr 13, PKA-R1A activ -9, phage Ecoli inh 0.2, DAGLB inhibitor 2 and PKA-R2B activ -4.
For CCC(=O)Nc1ccc(NC(=O)CSc2nnnn2C2CCCC2)cc1C the results were CDK5 inh -3.7, Tat transport 3, HTR5A ag ctr 1, HTR5A inv ctr -17, PKA-R1A activ 0, phage Ecoli inh -1.4, DAGLB inhibitor 1 and PKA-R2B activ 9.
For Cc1cc(C(=O)CSc2nnnn2-c2ccccc2)c(C)n1CCc1ccccc1 the results were CDK5 inh -0.4, E coli growth -1.5, Tat transport 7, HTR5A ag ctr -2, HTR5A inv ctr -21, PKA-R1A activ 4, phage Ecoli inh 4.1, DAGLB inhibitor -4, AddAB inh 0.2, PKA-R2B activ 3 and Mot1-301 SUMO -2.
O=C(c1ccccc1)N1CCN(C(=O)N2CCCCC2)CC1 was read as CDK5 inh -0.2, E coli growth -0.2, Tat transport -3, HTR5A ag ctr -1, HTR5A inv ctr -32, PKA-R1A activ -9, phage Ecoli inh 4.2, DAGLB inhibitor 3, AddAB inh -2.0 and PKA-R2B activ 5.
For CCN1CCCC(OC(=O)c2cc(-c3ccccc3Cl)nc3ccccc23)C1 (stereo not given) the results were CDK5 inh 0.4, E coli growth -1.6, Tat transport 0, HTR5A ag ctr 1, HTR5A inv ctr 12, PKA-R1A activ 3, phage Ecoli inh 7.0, DAGLB inhibitor -7, AddAB inh 0.4 and PKA-R2B activ 4.
O=C(Nc1nccs1)c1cc2sccc2n1Cc1ccc(Cl)cc1 was read as CDK5 inh -2.6, E coli growth 1.0, Tat transport 4, HTR5A ag ctr 6, HTR5A inv ctr -17, PKA-R1A activ 1, phage Ecoli inh 1.9, DAGLB inhibitor 0, AddAB inh -1.6, PKA-R2B activ 7 and Mot1-301 SUMO 5.
For C/C(=N/NC(=O)c1cccs1)c1cccc(N)c1 the results were CDK5 inh -0.4, E coli growth 0.4, Tat transport -9, HTR5A ag ctr 4, HTR5A inv ctr 17, PKA-R1A activ -9, phage Ecoli inh 0.6, DAGLB inhibitor -3, AddAB inh 2.5, PKA-R2B activ -5 and Mot1-301 SUMO -14.
Cc1ccc(Sc2ncccc2COC(=O)Nc2ccccc2)cc1 was read as CDK5 inh -1.6, E coli growth -1.6, Tat transport 9, HTR5A ag ctr 6, HTR5A inv ctr 4, PKA-R1A activ -6, phage Ecoli inh 1.9, DAGLB inhibitor -8, AddAB inh 1.6, PKA-R2B activ -7 and Mot1-301 SUMO -21.
For COc1ccccc1N1CCN(S(=O)(=O)CCNC(=O)CC2CCCCC2)CC1 the results were CDK5 inh -1.6, E coli growth 0.9, Tat transport -5, HTR5A ag ctr -7, HTR5A inv ctr 20, PKA-R1A activ -2, phage Ecoli inh 0.5, DAGLB inhibitor -3, AddAB inh 0.1, PKA-R2B activ 6 and Mot1-301 SUMO -6.
Cc1ccc(-n2nc3c(=O)n(C(C)C(=O)NCc4ccco4)nc(C)c3c2C)cc1 (stereo not given) was read as CDK5 inh -2.1, E coli growth 3.3, Tat transport -1, HTR5A ag ctr -3, HTR5A inv ctr -3, PKA-R1A activ 4, phage Ecoli inh -0.6, DAGLB inhibitor -2, AddAB inh 3.7, PKA-R2B activ -10 and Mot1-301 SUMO 6.
CCC(=O)NC(c1ccccc1)c1c(OC(C)=O)ccc2ccccc12 (stereo not given) was read as CDK5 inh 0.7, E coli growth 1.8, Tat transport 2, HTR5A ag ctr -6, HTR5A inv ctr -1, PKA-R1A activ 1, phage Ecoli inh 1.1, DAGLB inhibitor -2, AddAB inh 0.1, PKA-R2B activ 0 and Mot1-301 SUMO -9.
CCOC(=O)c1sc(NC(=O)CSc2nnnn2-c2ccccc2)c(C(=O)OCC)c1C was read as CDK5 inh 2.6, E coli growth 3.6, Tat transport -2, HTR5A ag ctr 1, HTR5A inv ctr -16, PKA-R1A activ -7, DAGLB inhibitor 2, AddAB inh 3.7, PKA-R2B activ -10 and Mot1-301 SUMO -2.
Screening Cc1ccc(NC(=O)C2CCN(S(C)(=O)=O)CC2)cc1C returned CDK5 inh 0.6, E coli growth -0.9, Tat transport -4, HTR5A ag ctr 1, HTR5A inv ctr 6, PKA-R1A activ -4, phage Ecoli inh 2.0, DAGLB inhibitor -4, AddAB inh 0.6, PKA-R2B activ 10 and Mot1-301 SUMO -10.
For CN(CCNS(=O)(=O)c1ccc2c(c1)oc(=O)n2C)Cc1ccccc1 the results were CDK5 inh -3.1, E coli growth 1.5, Tat transport 1, HTR5A ag ctr -3, HTR5A inv ctr 10, PKA-R1A activ 8, phage Ecoli inh 5.6, DAGLB inhibitor 2, AddAB inh -2.3, PKA-R2B activ 5 and Mot1-301 SUMO 51.
`OCC1(Cc2cccc(F)c2)CCN(Cc2ccc3cccc(F)c3n2)CC1` gave CDK5 inh 0.9, E coli growth 0.6, Tat transport 19, HTR5A ag ctr 0, HTR5A inv ctr 1, PKA-R1A activ -2, phage Ecoli inh 4.0, DAGLB inhibitor -3, AddAB inh 1.6, PKA-R2B activ -15 and Mot1-301 SUMO 16.
For CCOC(=O)c1cc2sccc2n1CC(=O)Nc1ccc(OC)c(OC)c1 the results were CDK5 inh 0.9, E coli growth 2.5, Tat transport -2, HTR5A ag ctr 6, HTR5A inv ctr -14, PKA-R1A activ -6, phage Ecoli inh 1.2, DAGLB inhibitor 2, AddAB inh 1.6, PKA-R2B activ 2 and Mot1-301 SUMO 9.
`Cn1nnnc1NCc1cccc(Cl)c1Cl` gave CDK5 inh 1.0, E coli growth -3.5, Tat transport 3, HTR5A ag ctr -1, HTR5A inv ctr 2, PKA-R1A activ 7, phage Ecoli inh 2.3, DAGLB inhibitor 3, AddAB inh -1.3, PKA-R2B activ -6 and Mot1-301 SUMO 6.
Screening CNS(=O)(=O)c1ccc(NC(=O)Nc2ccc3c(c2)OCO3)cc1 returned CDK5 inh -2.3, Tat transport 8, HTR5A ag ctr 0, HTR5A inv ctr 1, PKA-R1A activ 2, phage Ecoli inh 5.3, DAGLB inhibitor -2, PKA-R2B activ 3 and Mot1-301 SUMO -8.
`COc1ccc(Cn2cc([N+](=O)[O-])nc2C)cc1[N+](=O)[O-]` gave CDK5 inh -1.1, E coli growth -2.6, Tat transport 0, HTR5A ag ctr 3, HTR5A inv ctr 4, PKA-R1A activ -2, phage Ecoli inh -1.3, DAGLB inhibitor -2, AddAB inh 1.9, PKA-R2B activ 4 and Mot1-301 SUMO 3.
Screening Cc1cc(O)cc(O)c1C(=O)Cc1ccccc1 returned CDK5 inh -0.3, E coli growth -1.0, Tat transport -5, HTR5A ag ctr 4, HTR5A inv ctr -2, PKA-R1A activ -13, phage Ecoli inh 4.8, DAGLB inhibitor -1, AddAB inh 2.5, PKA-R2B activ -14 and Mot1-301 SUMO 3.
Cc1ccccc1OCCCn1c(=O)sc2ccccc21 was read as CDK5 inh -0.3, E coli growth 0.7, Tat transport 6, HTR5A ag ctr 1, HTR5A inv ctr -7, PKA-R1A activ -3, phage Ecoli inh -0.9, DAGLB inhibitor -15, AddAB inh 1.2, PKA-R2B activ -13 and Mot1-301 SUMO 212.
For Cn1nnnc1SCC(=O)Nc1ccccc1C(=O)NCc1ccccc1 the results were CDK5 inh 0.2, E coli growth -1.1, Tat transport -7, HTR5A ag ctr 7, HTR5A inv ctr 21, PKA-R1A activ 14, phage Ecoli inh -0.2, DAGLB inhibitor 3, AddAB inh -1.2, PKA-R2B activ 8 and Mot1-301 SUMO 21.
`Cc1sc(NC(=O)C2CCCC2)c(C#N)c1C` gave CDK5 inh 0.0, E coli growth -1.0, Tat transport 0, HTR5A ag ctr 2, HTR5A inv ctr -2, PKA-R1A activ 5, phage Ecoli inh 3.9, DAGLB inhibitor -3, AddAB inh 0.2, PKA-R2B activ -10 and Mot1-301 SUMO 4.
